# Compound activity deposited in PubChem by several laboratories.
# BoNT F protease: BoNT F light chain protease inhibition | Multiplex microsphere protease cleavage assay, flow cytometry | inhibition, % at 10 µM | 0.22% of 360,000 active | AID 588497; in the data active = inhibition above about 35%, passing the limit was not always enough; inconclusive = no clear call, values can overlap the other calls; note: plate controls were buffer without enzyme for full effect and enzyme alone for no effect
# VHR inh abs: DUSP3 (human) phosphatase inhibition; P51452; recombinant VHR phosphatase, pNPP absorbance; inhibition, % at 13.3 µM; 0.52% of 290,000 active; AID 1654; in the data active = inhibition above about 50%; note: some compounds called inactive have numbers as strong as hits
# Target sequence (P51452 whole entry, looked up): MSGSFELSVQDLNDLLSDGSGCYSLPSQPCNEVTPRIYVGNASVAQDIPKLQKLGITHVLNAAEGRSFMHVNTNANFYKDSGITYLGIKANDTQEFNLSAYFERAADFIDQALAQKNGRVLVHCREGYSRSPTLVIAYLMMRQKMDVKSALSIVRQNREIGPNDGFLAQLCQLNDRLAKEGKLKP
# BioA inh: BioA (M. tuberculosis) enzyme inhibition. purified M. tuberculosis BioA enzyme, plate reader. inhibition, % at 9.99 µM. 0.096% of 360,000 active. AID 602481; in the data active = inhibition above about 40%; inconclusive = no clear call, values can overlap the other calls
# FBA Mtb inh: Mtb fructose-bisphosphate aldolase inhibition. P9WQA3. purified M. tuberculosis FBA, fluorescence read-out. inhibition, % at 1 µM. 2.3% of 360,000 active. AID 588726; in the data active = inhibition above about 27%;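 note: 0% = vehicle and 100% = reference inhibitor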
# Rv3671c protease: Rv3671c (M. tuberculosis) protease inhibition; AID 2606; 0.048% of 320,000 active; inhibition, % at 5.96 µM; P9WHR9; in the data active = inhibition above about 38%;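 note: extracellular domain of Rv3671c used as enzyme; 0% = enzyme with DMSO and 100% = no enzyme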
# Target sequence (P9WHR9 whole entry, looked up, the tested form may be a part): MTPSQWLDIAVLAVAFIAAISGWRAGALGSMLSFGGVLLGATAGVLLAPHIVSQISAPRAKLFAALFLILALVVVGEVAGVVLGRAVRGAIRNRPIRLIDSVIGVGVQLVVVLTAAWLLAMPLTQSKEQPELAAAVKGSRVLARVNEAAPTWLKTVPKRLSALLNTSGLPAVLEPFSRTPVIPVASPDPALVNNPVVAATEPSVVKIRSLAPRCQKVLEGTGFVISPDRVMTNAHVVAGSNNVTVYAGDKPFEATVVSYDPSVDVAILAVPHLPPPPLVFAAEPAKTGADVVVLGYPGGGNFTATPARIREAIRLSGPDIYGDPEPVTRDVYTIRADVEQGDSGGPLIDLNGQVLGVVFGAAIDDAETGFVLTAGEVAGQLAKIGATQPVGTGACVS
# GDH-TPI counter: inhibits GDH-TPI coupling enzymes, artifact for Mtb FBA screen. GDH-TPI coupled enzyme counterscreen, NADH absorbance. inhibition, % at 4.8 µM. 1.2% of 360,000 active. AID 588335;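 note: 0% = DMSO wells and 100% = wells lacking the enzyme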
# CCHF vOTU inh: CCHFV vOTU protease inhibition; Pep-AMC fluorescence; inhibition, % at 11.5 µM; 0.55% of 370,000 active; note: 0% = vehicle wells with enzyme and 100% = no enzyme wells
# MazEF act: increases E. coli MazEF RNase cleavage of RNA. P0AE70. FAM/BHQ RNA-DNA oligo cleavage fluorescence, 5 h. activation, % at 20 µM. 0.32% of 350,000 active. AID 504720; in the data active = activation above about 50%
# Target sequence (P0AE70 whole entry, looked up): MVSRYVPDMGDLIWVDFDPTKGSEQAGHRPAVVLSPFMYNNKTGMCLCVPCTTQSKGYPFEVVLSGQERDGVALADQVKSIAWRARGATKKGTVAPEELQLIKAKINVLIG
# FadD28 FP inh: M. tuberculosis FadD28 bisubstrate binding inhibition; FadD28 bisubstrate probe binding, fluorescence polarization; inhibition, % at 12.5 µM; 0.22% of 360,000 active; in the data active = inhibition above about 8.5%, passing the limit was not always enough; inconclusive = no clear call, values can overlap the other calls
# Mtb UGM inh: Mtb UDP-galactopyranose mutase inhibition; AID 504406; P9WIQ1; inhibition, % at 10 µM; 0.06% of 320,000 active; purified UGM, fluorescence polarization probe displacement; in the data active = inhibition above about 10%, passing the limit was not always enough; inconclusive = no clear call, values can overlap the other calls
# Starred values were filed as active, the others as inactive; ? = inconclusive; . = no result given. Cut-off read from the data, not from the text of the source, unless noted: active = inhibition above about 30%; inactive = the rest.
SMILES,BoNT F protease,VHR inh abs,BioA inh,FBA Mtb inh,Rv3671c protease,GDH-TPI counter,CCHF vOTU inh,MazEF act,FadD28 FP inh,Mtb UGM inh
Cc1cccc(NC(=S)N2CCN(S(=O)(=O)c3ccccc3)CC2)c1,2,4,-1.4,0,.,-6,-22,-6,-2.1,0.1
CN1CCN(C2CN(Cc3ccccc3)S(=O)(=O)C2)CC1 (configuration not stated),5,.,-1.3,0,.,.,-1,.,-2.9,.
CC(C)CNC(=O)c1cc(-c2ccco2)on1,1,23,-1.3,-1,1,8,-3,12,0.7,-0.5
CS(=O)(=O)N1CCN(c2ccc(NC(=O)C(c3ccccc3)c3ccccc3)cc2)CC1,-3,-5,-0.2,-4,8,5,20,12,1.2,-0.5
Cc1cc(C)cc(NS(=O)(=O)c2ccc3[nH]c(=O)[nH]c3c2)c1,-8,2,-3.3,2,-6,-2,12,4,-6.2,3.2
O=C1C(=O)c2ccccc2C([O-])=C1[n+]1ccccc1,-8,17,-2.2,-4,-13,15,4,9,-1.2,-1.8
COc1ccc(CNC(=O)c2ccc(N3CCC4(CC3)CC(c3ccc(Cl)cc3)=NO4)c([N+](=O)[O-])c2)cc1,2,.,-1.9,-2,-16,14,4,-1,-1.1,-1.9
CN(Cc1cccnc1)C(=O)c1ccc(Cl)c(NS(=O)(=O)c2ccc(F)cc2)c1,-18,.,-1.2,4,.,1,10,1,-0.5,.
Cc1oc(C(C)(C)C)cc1-c1cc(NC(=O)c2ccc([N+](=O)[O-])cc2)n[nH]1,-8,4,.,3,-2,24,10,5,-1.8,0.5
CC(C)(C)c1ccc(C(=O)N2CCC2(C)C(=O)Nc2cccc(C#N)c2)cc1 (configuration not stated),0,.,2.9,0,.,6,8,.,0.8,.
Cc1ccc(-n2c(=O)c3sccc3n(CC(=O)NC3CCCCC3)c2=O)cc1,-3,37,0.0,2,-3,-6,-2,2,0.6,-0.6
COc1ccccc1/C=N\NC(=O)c1c(C)nc2ccc(Cl)cn12,-6,7,-2.6,-1,.,30,-2,3,-3.1,-3.7
C=CCCC(=O)N1C[C@H]2CCN(C)[C@H]2C[C@H]1c1ccccc1,3,.,0.5,0,.,.,-4,.,-2.6,.
COc1ccc(N(C(=O)c2ccncc2)S(=O)(=O)c2cccc([N+](=O)[O-])c2)cc1,-1,10,-0.8,2,-6,-3,-4,1,-0.3,0.5
O=C(CN1CCN(Cc2ccccc2)CC1)Nc1ccc(Cl)cc1,-3,18,1.1,-2,-12,0,-1,-6,-2.4,3.0
O=C(/C=C/c1ccc(Cl)c(C(F)(F)F)c1)N1CCN(c2ccccn2)CC1,-8,-1,-1.5,93*,-13,5,10,5,0.8,-0.2
COC(=O)c1ccccc1NC(=O)Nc1c(C)n(C)n(-c2ccccc2)c1=O,28,1,-2.0,2,3,-10,4,-4,0.4,-1.0
C=CCn1c(SCC(=O)N2CCN(C(=O)c3ccco3)CC2)nc2sc(CC)cc2c1=O,-9,-4,14,0,-12,13,6,-5,-2.3,-2.1
O=C(COc1ccc2ccccc2c1)N1CCN(C(=O)c2cccnc2)CC1,-6,13,1.3,2,-4,2,12,-1,0.0,-2.7
CCOC(=O)C1=C(C)Nc2ccc(C)cc2S1,6,3,-1.8,2,-1,-2,5,26,-1.3,0.8
Cc1cc(NC(=O)CCCSc2nc(-c3ccco3)cc(C(F)(F)F)n2)n(-c2ccccc2)n1,-6,0,-2.3,-2,-13,0,19,1,-8.6,1.6
O=C(NC(=S)NCCCN1CCOCC1)c1ccc(Br)cc1,0,12,.,5,2,-5,8,3,-2.2,1.3
COc1ccccc1NS(=O)(=O)c1ccc(C(=O)N2CCCCCCC2)cc1,3,.,.,1,-9,7,-2,-2,-1.0,0.1
N#CN=C1CCCCCN1CC(N)=O,-5,-2,-2.4,0,5,5,3,-1,-0.5,-0.3
Nc1nc(CN2CCN(Cc3ccc4c(c3)OCO4)CC2)nc(Nc2ccccc2)n1,-10,23,0.1,0,-1,2,-4,5,-3.2,1.0

# Arranged by formula weight (lowest first): 16 of the compounds above.
SMILES,BoNT F protease,VHR inh abs,BioA inh,FBA Mtb inh,Rv3671c protease,GDH-TPI counter,CCHF vOTU inh,MazEF act,FadD28 FP inh,Mtb UGM inh
N#CN=C1CCCCCN1CC(N)=O,-5,-2,-2.4,0,5,5,3,-1,-0.5,-0.3
CC(C)CNC(=O)c1cc(-c2ccco2)on1,1,23,-1.3,-1,1,8,-3,12,0.7,-0.5
O=C1C(=O)c2ccccc2C([O-])=C1[n+]1ccccc1,-8,17,-2.2,-4,-13,15,4,9,-1.2,-1.8
C=CCCC(=O)N1C[C@H]2CCN(C)[C@H]2C[C@H]1c1ccccc1,3,.,0.5,0,.,.,-4,.,-2.6,.
COc1ccccc1/C=N\NC(=O)c1c(C)nc2ccc(Cl)cn12,-6,7,-2.6,-1,.,30,-2,3,-3.1,-3.7
O=C(CN1CCN(Cc2ccccc2)CC1)Nc1ccc(Cl)cc1,-3,18,1.1,-2,-12,0,-1,-6,-2.4,3.0
Cc1oc(C(C)(C)C)cc1-c1cc(NC(=O)c2ccc([N+](=O)[O-])cc2)n[nH]1,-8,4,.,3,-2,24,10,5,-1.8,0.5
O=C(COc1ccc2ccccc2c1)N1CCN(C(=O)c2cccnc2)CC1,-6,13,1.3,2,-4,2,12,-1,0.0,-2.7
Cc1cccc(NC(=S)N2CCN(S(=O)(=O)c3ccccc3)CC2)c1,2,4,-1.4,0,.,-6,-22,-6,-2.1,0.1
COC(=O)c1ccccc1NC(=O)Nc1c(C)n(C)n(-c2ccccc2)c1=O,28,1,-2.0,2,3,-10,4,-4,0.4,-1.0
O=C(/C=C/c1ccc(Cl)c(C(F)(F)F)c1)N1CCN(c2ccccn2)CC1,-8,-1,-1.5,93*,-13,5,10,5,0.8,-0.2
Cc1ccc(-n2c(=O)c3sccc3n(CC(=O)NC3CCCCC3)c2=O)cc1,-3,37,0.0,2,-3,-6,-2,2,0.6,-0.6
COc1ccc(N(C(=O)c2ccncc2)S(=O)(=O)c2cccc([N+](=O)[O-])c2)cc1,-1,10,-0.8,2,-6,-3,-4,1,-0.3,0.5
Nc1nc(CN2CCN(Cc3ccc4c(c3)OCO4)CC2)nc(Nc2ccccc2)n1,-10,23,0.1,0,-1,2,-4,5,-3.2,1.0
CN(Cc1cccnc1)C(=O)c1ccc(Cl)c(NS(=O)(=O)c2ccc(F)cc2)c1,-18,.,-1.2,4,.,1,10,1,-0.5,.
COc1ccc(CNC(=O)c2ccc(N3CCC4(CC3)CC(c3ccc(Cl)cc3)=NO4)c([N+](=O)[O-])c2)cc1,2,.,-1.9,-2,-16,14,4,-1,-1.1,-1.9

# More compounds
SMILES,BoNT F protease,VHR inh abs,BioA inh,FBA Mtb inh,Rv3671c protease,GDH-TPI counter,CCHF vOTU inh,MazEF act,FadD28 FP inh,Mtb UGM inh
Cc1c(C(=O)NC2CCN(Cc3ccccc3)C2)oc2c(Cl)cccc12 (configuration not stated),1,16,-5.3,2,-2,-8,7,-16,0.4,-0.7
Cc1ccc(C(=O)O/N=C(\N)c2ccccn2)cc1,3,26,0.4,2,-10,-5,16,7,-2.7,-0.2
Cc1cccc(OCC(=O)NNC(=O)CCc2ccccc2)c1,0,7,.,-1,.,5,5,8,-1.8,.
CCOC(=O)N1CCN(C(=O)C2CCC(=O)N(Cc3ccccc3OC)C2)CC1 (configuration not stated),2,.,-0.4,3,.,5,3,0,1.0,.
COc1ccc(OC)c(S(=O)(=O)Nc2cccc(-c3ccc(N4CCCCCC4)nn3)c2)c1,4,-8,-0.8,2,-46,-5,-1,8,0.7,-1.0
O=C(Nc1ccccc1-c1nnc(SCc2ccccc2Cl)o1)c1ccccc1,-14,10,-3.1,2,0,1,-2,-3,0.7,-0.7
Cc1oc2c(c1C(=O)c1ccccc1)C(=O)C(=O)c1ccccc1-2,5,42,-0.7,-2,-48,6,23,11,0.3,0.5
O=S(=O)(NCCC1=CCCCC1)c1cccc(S(=O)(=O)N2CCOCC2)c1,-10,24,-0.9,4,-3,9,6,-2,-2.1,-0.8
COc1ccc(CNC(=O)C2CSCCS2)cc1 (configuration not stated),0,19,4.1,5,-7,2,-9,3,0.0,2.3
Cc1c(NC(=O)c2cc(-c3ccc(O)cc3)on2)c(=O)n(-c2ccccc2)n1C,-4,17,0.2,1,5,2,1,3,-4.7,0.8
O=C(Nc1ccc(O)cc1C(=O)O)c1ccc2c(c1)C(=O)N(Cc1ccco1)C2=O,35*,-13,-0.2,-2,-24,3,-3,-3,2.6,4.3
O=C(COC(=O)c1ccc(-n2cnnn2)cc1)c1ccc(Br)cc1,0,.,-0.7,-1,.,9,3,0,0.2,.
COc1ccccc1C1NC(=O)CCC1[N+](=O)[O-] (configuration not stated),6,3,-1.3,3,8,10,-14,3,.,1.2
COc1ccccc1C(=O)N1CCNC(=O)C1CC(=O)Nc1ccc(Cl)cc1 (configuration not stated),-17,2,-1.8,1,0,6,2,4,-4.2,1.0
CC1CCCC/C1=N\NC(=S)Nc1ccccc1 (configuration not stated),3,2,0.1,0,10,7,1,6,1.5,-0.6
Cc1ccc(OCC(O)Cn2c3ccccc3c3ccccc32)cc1 (configuration not stated),-11,21,-0.7,-2,-6,2,-8,-6,-6.6,-1.0
CNc1ccncc1S(=O)(=O)NC,-3,-5,-1.3,5,4,-6,8,0,-0.2,0.8
O=C(Nc1cccc2ncccc12)c1ccc2c(c1)OCCO2,-4,-8,2.0,-1,-3,4,15,-8,-0.6,-1.1
COc1ccc(C2OC[C@H]3O[C@H](O)[C@H](NC(C)=O)[C@@H](O)[C@@H]3O2)cc1 (some centres not stated),-2,26,-2.9,1,.,-3,-16,-2,0.5,.
COc1ccc(-n2nnnc2C(C2CC2)N2CCN(C/C=C/c3ccccc3)CC2)cc1 (configuration not stated),17,.,2.7,1,.,.,2,.,-0.3,.
COc1ccc(S(=O)(=O)NCCOc2ccccc2)cc1F,.,4,-1.8,5,3,9,13,-5,-1.0,3.8
CC1(C)CC(=O)c2sc(N)nc2C1,0,-17,-3.0,1,-3,20,9,-4,-0.6,0.5
Cc1ccc(CN2CCC(n3nccc3NC(=O)CCOc3ccccc3)CC2)o1,-2,14,0.7,-3,-6,2,-7,5,-1.8,-0.4
Cc1ccc(S(=O)(=O)NCC(=O)NCC(=O)OCC(=O)N2CC(=O)Nc3ccccc32)cc1C,-2,0,.,1,6,6,3,3,-1.7,-1.8
COc1ccccc1-c1csc(NC(=O)c2cc(-c3cccs3)nc3ccccc23)n1,-5,-7,.,11,-29,14,0,-12,1.0,-0.4
CCCNC(=O)Nc1cc(OCC)c(N2CCOCC2)cc1OCC,4,27,-0.3,5,3,3,8,4,-0.9,0.8
Cc1onc(-c2ccccc2)c1C(=O)c1ccccc1,?,20,-1.8,1,7,8,8,-1,-1.3,1.1
NC(=O)NC(=O)COC(=O)c1cccnc1Nc1ccccc1F,1,-7,-1.8,-2,1,12,8,-11,2.3,-0.2
CCN1CCN(S(=O)(=O)c2ccc(Cl)c(C(=O)N(CC(C)C)C3CCS(=O)(=O)C3)c2)CC1 (configuration not stated),4,.,1.9,3,.,1,0,4,0.5,.

# The order is random. About 4.9% of those tested had a hit in this group.
